Screening results: PubChem, several laboratories
CHOP inhibitor: CHOP inhibition in unfolded protein response; CHO-K1 CHOP-promoter luciferase, tunicamycin-induced, 15-18 h; hit rate 3.8% among 220,000; inhibition, % at 10 µM;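 active = compounds that reduced the stress-induced luciferase reporter signal by more than about 70% of percent inhibition, limit read from the data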;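 also: 0% = tunicamycin plus vehicle and 100% = wells without tunicamycin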
EBV gp42 block: EBV gp42 inhibition | Q1HVG2 | Fluorescence polarization binding assay, mP read-out | inhibition, % (tested at 21.74 µM) | hit rate 0.42% among 220,000 | AID 1085; in the data active = inhibition above about 50%
Target sequence (Q1HVG2 whole entry, looked up): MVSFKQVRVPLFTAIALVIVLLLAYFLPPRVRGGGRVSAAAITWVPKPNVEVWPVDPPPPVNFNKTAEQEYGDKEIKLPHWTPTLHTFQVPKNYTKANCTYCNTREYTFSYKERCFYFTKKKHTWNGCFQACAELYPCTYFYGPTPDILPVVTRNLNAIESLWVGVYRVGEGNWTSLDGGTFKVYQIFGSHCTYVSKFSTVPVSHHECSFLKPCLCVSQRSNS
zfTRPN1 agonist: agonists of zebrafish TRPN1 channel. hit rate 0.18% among 220,000. HEK293 zebrafish TRPN1-YFP, Fluo-8 calcium fluorescence; 100% = response to 87 µM carbachol. activation, % at 3 µM. AID 1424;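 active = activation above its plate's cutoff, the mean activation of test wells on that plate plus 3 SD, cut at about 19% in these data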;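 also: 0% = DMSO alone and 100% = 87 µM carbachol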
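Control set: carbachol 87 µM as high control, DMSO as low control; system: HEK293 stable line with zebrafish TRPN1-YFP; read-out: % activation versus carbachol response; detection: intracellular calcium fluorescence with Fluo-8; doses: single test compound dose, 3 µM nominal, 0.3% DMSO; schedule: dye 1 h 37 °C plus 30 min RT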
Runt-SMMHC FRET: Runt domain-CBFb-SMMHC interaction inhibition; hit rate 0.74% among 220,000; inhibition, % at 20 µM; AID 1434; Cerulean-Runt/Venus-CBFb-SMMHC FRET ratio 530/480, 1 h; Q01196+Q13951;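 active = mean inhibition across duplicate retests at 20 µM reaching about 50%, limit read from the data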;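 also: 0% = DMSO wells and 100% = wells with excess untagged CBFb-SMMHC; inhibitors lower the FRET ratio by blocking Runt binding to CBFb-SMMHC; some results filed as inactive read as strong as hits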
MDM2 E3 inh: Mdm2 E3 ligase (human) inhibition. AID 1230. cell-based MDM2 ubiquitination luciferase reporter, 2 h; 0 = plate control, 100 = twice control, blank-subtracted. Q00987. signal enhancement, % at 5 µM. hit rate 0.11% among 210,000;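 active = signal enhancement of 30% or more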;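 also: luminescence tracks abundance of the self-degrading MDM2-luciferase fusion protein; higher signal means inhibition of MDM2 E3 ligase activity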
Target sequence (Q00987 whole entry, looked up, the tested form may be a part): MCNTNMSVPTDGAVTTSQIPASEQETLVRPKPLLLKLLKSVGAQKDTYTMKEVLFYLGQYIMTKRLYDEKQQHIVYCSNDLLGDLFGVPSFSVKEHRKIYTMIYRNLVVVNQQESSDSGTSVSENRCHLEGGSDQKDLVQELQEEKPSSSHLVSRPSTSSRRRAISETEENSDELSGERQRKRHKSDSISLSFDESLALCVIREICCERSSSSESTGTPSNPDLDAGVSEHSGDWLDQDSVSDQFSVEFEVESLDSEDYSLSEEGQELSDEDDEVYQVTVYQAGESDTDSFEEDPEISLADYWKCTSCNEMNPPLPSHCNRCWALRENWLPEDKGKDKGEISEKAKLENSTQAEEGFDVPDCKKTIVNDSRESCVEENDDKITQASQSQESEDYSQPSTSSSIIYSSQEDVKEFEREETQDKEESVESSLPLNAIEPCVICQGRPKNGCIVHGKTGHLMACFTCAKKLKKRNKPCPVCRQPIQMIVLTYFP
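Assay system: mammalian cells stably expressing self-ubiquitinating, self-degrading MDM2 E3–luciferase fusion. Quantity: 2000 cells in each well. Medium: DMEM culture medium. Compound dosing: single-point 5 µM. Timing: cell settling 4 h, compound treatment 2 h, both 37 °C. Technique: luciferase luminescence. Read-out basis: percent signal gain over controls, blank-subtracted. Benchmarks: plate controls and plate blanks.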
NCF1 inh: p47phox (human) inhibition. p47phox/p22phox peptide binding, fluorescence polarization, 2 h. inhibition, % at 24.7 µM. hit rate 0.53% among 220,000. AID 1274;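 active = inhibition above about 30%, limit read from the data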;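 also: 0% = p47phox with labelled peptide and 100% = labelled peptide alone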
Target sequence (P14598 whole entry, looked up): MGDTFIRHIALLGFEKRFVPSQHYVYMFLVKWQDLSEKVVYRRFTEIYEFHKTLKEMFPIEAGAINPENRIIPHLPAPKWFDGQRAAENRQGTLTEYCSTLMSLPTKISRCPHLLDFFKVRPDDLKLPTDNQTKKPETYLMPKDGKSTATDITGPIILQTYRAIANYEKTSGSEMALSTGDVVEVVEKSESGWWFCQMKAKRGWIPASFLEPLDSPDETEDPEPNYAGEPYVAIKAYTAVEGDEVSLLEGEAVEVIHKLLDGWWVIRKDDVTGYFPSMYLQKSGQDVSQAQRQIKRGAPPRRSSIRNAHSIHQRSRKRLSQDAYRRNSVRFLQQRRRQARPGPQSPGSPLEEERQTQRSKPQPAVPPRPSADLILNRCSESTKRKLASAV
TRPML3 agonist: activates the human TRPML3 channel | Q8TDD5 | HEK293 TRPML3-YFP, Fluo-8 calcium fluorescence; 100% = the carbachol control signal | activation, % at 3 µM | hit rate 0.29% among 220,000;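 active = activation above its plate's cutoff, the mean activation of the plate's test wells plus 3 SD, cut at about 12% in these data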;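 also: 0% = DMSO only wells and 100% = carbachol wells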
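Material: HEK293 cells stably carrying human TRPML3-YFP; compound dosing: single dose, 3 µM final nominal compound, 0.3% DMSO final; incubation: 1-h 37 °C dye load, 5-s basal, 120-s post-compound reads; technique: Fluo-8 intracellular calcium fluorescence, excitation 470-495 nm, emission 515-575 nm; read-out basis: percent activation from peak-to-basal fluorescence ratio, scaled between DMSO and carbachol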
TNF death inh: TNF-alpha cell death inhibition in Jurkat FADD-/- cells. Jurkat FADD-/- TNF necroptosis rescue, ATP luminescence, 24 h; 0 = TNF only, 100 = no-TNF cells. activation (protection from cell death), % at 10 µM. hit rate 0.068% among 220,000;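 active = activation, meaning protection from cell death, of at least 50% relative to plate controls; inactive = activation below 50%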;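 also: necroptosis triggered by 40 ng/mL TNF-alpha added together with compound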
PPC-1+TRAIL kill: compounds killing PPC-1 cancer cells with TRAIL present (potentiator screen, no TRAIL-free arm); PPC-1 cells + TRAIL, ATPLite viability luminescence; cell killing (% activity), % at 4 µM; AID 1443; hit rate 0.41% among 220,000;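 active = cell killing above 50% in the first pass at 4 µM, then a duplicate retest at 5 µM averaging 50% or more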;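 also: plate controls were cells with TRAIL plus DMSO for no effect and medium-only wells lacking cells for full effect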
* = called active by the depositor; nt = no result given.

SMILES	CHOP inhibitor	EBV gp42 block	zfTRPN1 agonist	Runt-SMMHC FRET	MDM2 E3 inh	NCF1 inh	TRPML3 agonist	TNF death inh	PPC-1+TRAIL kill
CN(Cc1ccccc1)C(=O)c1[nH]cnc1C(=O)N[C@@H](CCCCNC(=O)OC(C)(C)C)C(=O)OC(C)(C)C	7.4	-4.3	-2.1	-0.3	nt	nt	-1.0	0.8	5.4
O=C(CNC(=S)N(Cc1ccccc1)Cc1cccnc1)NCCc1ccccc1	1.1	-5.7	-0.2	3.4	9.0	-2.5	0.3	1.5	1.4
Cn1c(=O)n(C)c2cc(C(=O)O)ccc21	28.2	-19.0	2.1	0.6	-7.5	-2.1	1.4	0.1	1.0
CCN(CC)CCn1c(=N)n(CC(O)COc2cccc(C)c2)c2ccccc21 (configuration not stated)	5.8	-6.6	-2.1	4.6	-5.8	5.4	0.5	2.4	29.5
C/C(=N\OCC(=O)Nn1c(C)nc2ccccc2c1=O)c1cccs1	-2.1	-8.2	0.1	-0.2	0.8	1.7	0.2	1.6	-1.6
NS(=O)(=O)c1ccc(Cl)cc1[N+](=O)[O-]	11.1	-1.5	0.2	-0.3	-9.0	-5.3	0.2	3.5	2.4
CCOC(=O)CSc1ccc(S(=O)(=O)N(CC)CC)cc1[N+](=O)[O-]	-3.9	-7.0	-0.6	2.1	15.4	1.0	0.7	1.2	-0.5
COc1ccc(NC(=O)c2c[nH]n3c(=O)cc(C4CCN(C(=O)OC(C)(C)C)CC4)nc23)cc1Cl	7.2	1.4	1.1	-1.6	-26.0	-50.5	0.7	1.8	17.6
Cc1nc2sc(C(=O)OCC(=O)N3c4ccccc4CC3C)c(C)c2c(=O)[nH]1 (configuration not stated)	22.9	-19.2	-0.1	1.2	4.9	-14.7	0.9	0.0	-13.7
N/C(=N\OC(=O)COc1ccc2ccccc2c1Br)c1ccncc1	9.2	-8.3	-1.7	-0.6	-5.7	1.6	0.8	0.9	34.4
Cc1ccc(SCCC(=O)Nc2ccc(Br)c(C)c2)cc1	43.2	1.7	0.0	-0.3	-13.3	-5.8	0.3	1.9	-6.8
COc1ccc(CC(=O)NCc2nnc(SCC(=O)Nc3ccccc3)n2C)cc1	13.8	-12.8	0.0	-0.7	-21.2	-5.0	0.7	0.4	11.3

Only Runt-SMMHC FRET, TRPML3 agonist and TNF death inh, for some of the entries so far:
smiles	Runt-SMMHC FRET	TRPML3 agonist	TNF death inh
CCOC(=O)CSc1ccc(S(=O)(=O)N(CC)CC)cc1[N+](=O)[O-]	2.1	0.7	1.2
Cc1nc2sc(C(=O)OCC(=O)N3c4ccccc4CC3C)c(C)c2c(=O)[nH]1 (configuration not stated)	1.2	0.9	0.0

Next section:
SMILES	CHOP inhibitor	EBV gp42 block	zfTRPN1 agonist	Runt-SMMHC FRET	MDM2 E3 inh	NCF1 inh	TRPML3 agonist	TNF death inh	PPC-1+TRAIL kill
Cc1cccn2c(=O)c3cc(C(=O)N4COCC4(C)C)n(C)c3nc12	8.4	-13.7	-0.1	1.5	3.0	-3.5	0.2	-0.6	13.1
O=C(Nc1ccc(NC(=O)C2CCCCC2)cn1)c1ccco1	23.2	-5.2	1.5	-4.5	-69.6	9.8	-0.6	3.0	57.9*
Cc1cc(C)cc(OCC(=O)NNC(=O)c2cc(C)[nH]n2)c1	-3.0	-9.4	-0.5	4.4	17.4	-5.5	0.0	-1.9	-5.6
COc1ccccc1Cn1nnc2c(=O)[nH]c(C3CCN(C(=O)c4ccc(C)cc4)CC3)nc21	-36.7	-3.6	1.0	-1.8	-3.7	-6.3	-0.2	-0.7	13.4
CC1CCC(N(C(=O)c2csnn2)C(C(=O)NC(C)(C)C)c2cccnc2)CC1 (configuration not stated)	4.5	-10.3	0.1	4.3	-2.5	-9.7	1.0	0.5	25.0
CCOC(=O)C1CCN(C(=O)COc2ccc(S(=O)(=O)NC(C)C)cc2)CC1	-7.0	-20.1	0.5	-0.4	-2.4	10.3	-0.3	-2.0	3.4
Cc1c(C(=O)NCC2COc3ccccc3O2)oc2ccc(S(=O)(=O)N(C)C3CCCCC3)cc12 (configuration not stated)	1.0	-12.9	-0.4	-0.9	-2.3	-13.6	0.5	2.1	14.6
CS(=O)(=O)N(CC(=O)N1CCCCCC1)Cc1ccc(Cl)cc1	20.3	-0.9	-0.7	3.1	-6.0	1.1	0.6	-1.1	16.6
N#Cc1nc(COc2ccccc2Cl)oc1N1CCCC1	11.7	4.8	-1.0	2.6	-13.8	-0.2	-0.7	0.1	5.9
COc1ccc(NC(=O)CSc2nnc(Cc3cccn3C)n2-c2ccc(C)cc2)cc1OC	1.0	-19.4	0.9	-1.0	-16.9	-5.2	-1.0	-0.6	0.9
COC(=O)Cn1nnc2c(cnn2-c2ccccc2)c1=O	-15.4	-17.7	1.0	1.6	-4.1	-10.4	-0.4	-1.0	21.1
COc1ccc2c(CSc3nc4nc(C)cc(C)n4n3)cc(=O)oc2c1	30.4	-4.2	-0.2	3.6	-16.3	-12.3	0.6	-5.8	5.7

Entries of single compounds as entered above.
N#Cc1nc(COc2ccccc2Cl)oc1N1CCCC1 in the list: CHOP inhibitor: 11.7; EBV gp42 block: 4.8; zfTRPN1 agonist: -1.0; Runt-SMMHC FRET: 2.6; MDM2 E3 inh: -13.8; NCF1 inh: -0.2; TRPML3 agonist: -0.7; TNF death inh: 0.1; PPC-1+TRAIL kill: 5.9
COC(=O)Cn1nnc2c(cnn2-c2ccccc2)c1=O in the list: CHOP inhibitor: -15.4; EBV gp42 block: -17.7; zfTRPN1 agonist: 1.0; Runt-SMMHC FRET: 1.6; MDM2 E3 inh: -4.1; NCF1 inh: -10.4; TRPML3 agonist: -0.4; TNF death inh: -1.0; PPC-1+TRAIL kill: 21.1

Next part:
SMILES	CHOP inhibitor	EBV gp42 block	zfTRPN1 agonist	Runt-SMMHC FRET	MDM2 E3 inh	NCF1 inh	TRPML3 agonist	TNF death inh	PPC-1+TRAIL kill
CC(C)CC(=O)Nc1cccc(NC(=O)CC(C)C)n1	24.3	-14.9	0.3	5.1	14.6	-8.2	0.6	2.1	5.0
COc1cc(N2C(=O)c3ccccc3C2=O)c(Cl)cc1C(=O)OCC(=O)N(C)C	9.6	-5.3	0.7	-1.5	nt	-9.5	0.3	0.1	-20.6
COc1ccc(/C=N/NC(=O)OC(C)(C)C)cc1OC	-1.1	-1.2	0.2	-1.4	-3.9	-2.6	0.1	1.2	-0.2
CCOc1ccc(C(=O)NCC(=O)N2CCc3ccccc3C2)cc1OCC	6.6	-1.5	-0.1	-0.3	-7.4	1.7	0.1	1.7	-1.5
CCNS(=O)(=O)c1ccc2c(c1)n(C)c(=O)n2C	46.8	0.2	-0.4	-0.4	-8.5	-1.2	0.9	0.7	4.4
CCOc1ccccc1CN1CCN(Cc2cccc3nonc23)CC1CCO (configuration not stated)	2.1	-18.0	-1.4	nt	23.4	-4.3	0.0	2.3	nt
CCCn1nnnc1SCC(=O)Nc1sc(C)c(C)c1C#N	22.2	-6.0	0.7	7.7	nt	1.6	0.4	3.5	10.9
COc1cc(/C=C(\C#N)c2ccccn2)ccc1OCC(=O)Nc1ccc(Br)cc1	70.1*	-9.0	-0.7	-52.6	-5.8	6.5	0.2	3.8	18.3
O=C(NC(=S)Nc1ccc(S(=O)(=O)N2CCCCCC2)cc1)c1cccs1	19.3	-7.9	1.0	3.8	-3.3	-10.7	0.8	2.9	10.9
CCOC(=O)N1CCC(N(CCN(C)C)C(=S)Nc2ccccc2Cl)CC1	-2.1	12.0	0.8	1.8	-8.8	-3.0	0.6	1.2	0.9
Cc1cc(C)cc(-n2c(C)cc(/C=N/NC(=O)CN(c3c(C)cccc3C)S(C)(=O)=O)c2C)c1	31.7	8.0	-2.1	2.9	-7.7	-21.6	1.4	-0.6	31.6
Cc1cccc(CC2S/C(=N/c3cccc(C)n3)NC2=O)c1 (configuration not stated)	10.3	4.5	-1.7	2.3	1.0	-10.5	0.5	1.6	-2.4
Cc1ccnc(NS(=O)(=O)c2ccc(NC(=O)c3ccc(N4C(=O)CCC4=O)cc3)cc2)n1	-8.0	-6.7	0.8	0.9	7.9	-16.3	1.1	0.9	20.7
COC(=O)C1C(C(C)C)N(c2ccccc2)OC1(C)O (configuration not stated)	-1.1	-23.8	1.2	2.4	-6.4	-4.4	1.6	0.1	-7.2
CCCCn1c(=O)[nH]c(=O)c2c1nc(-c1ccc(-c3ccc(F)cc3)o1)n2C	12.7	-11.0	1.0	0.0	nt	12.5	-0.1	0.8	4.2
CS(=O)(=O)c1ccc2nc(NC(=O)C3C4C=CC(C4)C3C(=O)O)sc2c1 (configuration not stated)	28.5	-0.1	-1.1	6.3	-1.7	2.6	0.6	-1.2	10.9
COc1ccc(C(=O)C2CCCN(C(=O)c3noc4c3CCCC4)C2)cc1F (configuration not stated)	12.9	-1.7	-1.0	0.6	-14.0	7.6	-0.1	0.9	5.2
CCN(CC)C(=O)CN(Cc1ccccc1)S(=O)(=O)c1ccc(F)cc1	13.6	-4.6	-1.4	1.5	17.2	0.0	-0.5	0.1	10.0
COC(=O)C(CCSC)NC(=O)Cn1ncc2c(=O)oc3ccc(C)cc3c21 (configuration not stated)	1.9	-10.0	0.3	-0.7	-15.1	-6.2	-0.2	1.4	4.2
COc1ccc2nc(NC(=O)CCc3nc(-c4ccccc4F)no3)sc2c1	-5.8	-13.9	0.6	2.0	-1.5	-6.2	0.4	-0.3	2.0
Cc1cc(C(=O)O)c(S(C)(=O)=O)s1	4.8	-4.3	0.3	0.3	14.8	-4.4	0.5	-3.1	-1.5
COCc1nnc(NC(=O)c2ccc(NC(=O)C(C)C)cc2)s1	-3.6	-2.9	-0.2	-0.4	2.9	-1.9	0.7	1.1	-5.1
Cc1ccc2nsnc2c1S(=O)(=O)NC1CC1	-12.0	-12.8	0.3	-0.4	-2.9	-11.0	1.4	-0.3	20.2
CC(=O)N1CCC(=NNc2ccnc3cc(Cl)ccc23)CC1	-12.7	-16.3	-0.6	-4.6	7.2	-38.3	0.5	1.7	-6.7
COc1cc(CNCCCN2CCOCC2)ccc1OCC(=O)NC(C)(C)C	5.3	-1.4	0.2	-1.0	-3.3	2.5	0.9	0.3	7.6
CC(C)(C)n1cnc(C(N)=O)c1N	17.1	-3.7	0.9	2.7	13.4	-1.4	0.6	3.6	7.4
CC(C)C(CC(=O)N1CCCCC1)C1CCOC(C)(C)C1 (configuration not stated)	30.1	-11.1	-0.1	-5.1	-2.9	-8.8	-0.1	-2.2	6.3
CCOc1ccc(NC(=O)C2CC(=O)N=C(N)S2)cc1 (configuration not stated)	24.3	-2.5	-1.1	2.3	-0.3	2.4	1.2	0.4	-25.0
